DAX1 inh-1: inhibits human nuclear receptor DAX1. inhibition, % at 6.75 µM. HEK293 Gal4-DAX1 luciferase reporter, luminescence. hit rate 0.99% among 340,000. P51843. AID 504766;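 active = inhibition above the mean over all tested compounds plus 3 SD, cut at about 4.2% in these data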;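 note: 0% = DAX1-transfected cells with DMSO and 100% = empty-vector control cells with DMSO; inhibition shows as a rise in luminescence from relieved DAX1 repression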
Target sequence (P51843 207-470 limits assumed): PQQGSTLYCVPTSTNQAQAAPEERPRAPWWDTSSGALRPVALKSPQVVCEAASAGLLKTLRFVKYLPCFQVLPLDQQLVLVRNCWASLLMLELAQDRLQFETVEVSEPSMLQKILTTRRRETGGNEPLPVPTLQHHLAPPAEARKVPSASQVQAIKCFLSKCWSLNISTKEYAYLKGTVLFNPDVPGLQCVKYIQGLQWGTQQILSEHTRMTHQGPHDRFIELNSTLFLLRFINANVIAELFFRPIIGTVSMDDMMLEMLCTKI
ssDAF12 agonist: activators of S. stercoralis DAF-12 nuclear receptor | HEK293 ssDAF-12/GRIP1 lit1-tk-luc reporter, luminescence; % of 3 µM dafachronic acid response | activation, % at 6.8 µM | hit rate 1% among 370,000;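 active = activation above the mean over all tested compounds plus 3 SD, cut at about 0.9% in these data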;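 note: 0% = DMSO-only wells and 100% = 3 µM delta7-dafachronic acid wells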
GAA850 FXN act: frataxin GAA850 promoter activation. AID 540364. hit rate 0.56% among 360,000. HEK293 lucGAA850 FXN promoter luciferase reporter, 24 h; percent of 10 µM SAHA response. activation, % at 6 µM;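 active = activation above the average of all compounds screened plus 3 SD, cutoff fixed separately per campaign, cut at about 7.5% in these data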;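 note: 0% = DMSO wells and 100% = 10 µM SAHA wells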
hcDAF12 agonist: activates DAF-12 receptor from parasite H. contortus; HEK293 hcDAF-12 lit1-tk-luc reporter, luminescence; 0% DMSO, 100% Δ7-dafachronic acid; activation, % at 6.8 µM; hit rate 1.4% among 370,000;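 active = activation above the mean of all tested compounds plus 3 SD, cut at about 5.5% in these data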;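 note: 100% = response to 3 µM Δ7-dafachronic acid high control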
DAX1 inh-2: DAX1 (NR0B1) inhibition, primary screen | HEK293T StAR-luciferase reporter, SF-1/DAX-1 repression relief | inhibition, % at 6.8 µM | hit rate 1.1% among 370,000 | AID 652010;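 active = inhibition above the mean over all tested compounds plus 3 SD, cut at about 3.6% in these data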;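 note: 0% = DAX-1 cells with DMSO and 100% = cells lacking DAX-1 with DMSO; higher inhibition means more luminescence from relief of DAX-1 repression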
proKLK7 act: activators of human kallikrein-7 zymogen | P49862 | purified proKLK7, EDANS-DABCYL substrate fluorescence; 100% is mature enzyme control, 0% vehicle | activation, % at 7 µM | hit rate 0.9% among 370,000 | AID 652039;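 active = activation above the mean of all tested compounds plus 3 SD, computed per campaign excluding outliers beyond control limits, cut at about 13% in these data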
Target sequence (P49862 whole entry, looked up): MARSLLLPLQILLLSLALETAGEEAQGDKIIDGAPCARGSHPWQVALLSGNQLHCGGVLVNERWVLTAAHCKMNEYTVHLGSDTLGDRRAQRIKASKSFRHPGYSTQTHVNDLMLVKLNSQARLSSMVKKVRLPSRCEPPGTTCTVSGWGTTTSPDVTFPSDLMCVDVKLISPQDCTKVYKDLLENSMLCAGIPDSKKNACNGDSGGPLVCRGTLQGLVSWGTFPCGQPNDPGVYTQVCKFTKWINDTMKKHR
NPR2 activator: GC-B (human) receptor activation. HEK293-GC-B cells, CNP EC30, cGMP TR-FRET; 0% at EC30 CNP, 100% saturating CNP. activation, % at 10 µM. AID 1920062. P20594. hit rate 0.11% among 370,000;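 active = activation at 10 µM reaching about 35% in either raw or pattern-adjusted values, limit read from the data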
HGIII-sPLA2 inh: Inhibits HGIII-sPLA2 liposome hydrolysis, primary screen; Q9NZ20; AID 743126; inhibition, % at 12.2 µM; QFRET BODIPY PC-A2 liposome hydrolysis, fluorescence; hit rate 0.56% among 370,000;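 active = inhibition above mean plus 3 SD of compounds lying within the high and low control bounds, cut at about 19% in these data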;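 note: 0% = median of test compound wells and 100% = no enzyme DMSO wells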
Target sequence (Q9NZ20 whole entry, looked up): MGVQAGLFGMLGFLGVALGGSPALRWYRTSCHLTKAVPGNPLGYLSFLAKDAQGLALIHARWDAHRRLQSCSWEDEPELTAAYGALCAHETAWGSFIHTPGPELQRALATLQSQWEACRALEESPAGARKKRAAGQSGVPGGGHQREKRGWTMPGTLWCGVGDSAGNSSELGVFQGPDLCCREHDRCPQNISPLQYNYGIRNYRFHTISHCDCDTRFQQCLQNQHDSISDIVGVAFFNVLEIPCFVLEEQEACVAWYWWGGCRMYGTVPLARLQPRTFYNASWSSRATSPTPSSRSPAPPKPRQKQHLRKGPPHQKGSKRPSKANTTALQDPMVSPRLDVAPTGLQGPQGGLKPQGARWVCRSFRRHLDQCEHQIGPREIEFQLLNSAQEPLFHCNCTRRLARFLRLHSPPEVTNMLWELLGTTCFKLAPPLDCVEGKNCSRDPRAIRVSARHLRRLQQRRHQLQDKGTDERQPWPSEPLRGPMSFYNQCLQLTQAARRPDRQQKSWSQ
SMARCA2 activ: increases SMARCA2 function in MMTV reporter cells; MG213 cells, MMTV-luciferase reporter, dexamethasone, overnight; activation, % at 9.1 µM; hit rate 1% among 370,000; AID 652017; in the data active = activation above about 7.8%;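 note: 0% = vehicle wells and 100% = reference activator wells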
NPR1 activator: GC-A (human) enzyme activation. HEK293 GC-A cells, cGMP TR-FRET, EC30 ANP; 0% at EC30 ANP, 100% saturating ANP. P16066. AID 1671463. hit rate 0.14% among 370,000. activation, % at 10 µM; in the data active = activation above about 40%
hgDAF-12 ag: hgDAF-12 agonism, primary luciferase screen | hit rate 1.8% among 370,000 | activation, % at 6.8 µM | AID 687014 | HEK293 GAL4-hgDAF12 UAS-luciferase reporter, agonist luminescence; normalized to butyrate control;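 active = activation above a cutoff set at the mean of all screened compounds plus 3 SD, cut at about 10% in these data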;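 note: 0% = DMSO wells and 100% = sodium butyrate wells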
* hit, by the source's call; · = not tested or not shown. Not a hit list; any-hit rate near 6.7%.

SMILES	DAX1 inh-1	ssDAF12 agonist	GAA850 FXN act	hcDAF12 agonist	DAX1 inh-2	proKLK7 act	NPR2 activator	HGIII-sPLA2 inh	SMARCA2 activ	NPR1 activator	hgDAF-12 ag
Cc1ccccc1NC(=O)CSc1nnc2ccc(-c3ccccn3)nn12	0.7	-0.9	-0.7	-0.2	-0.5	0.4	-2	0	3	-3	-1.0
C[C@@H]1CN([C@@H](C)CO)C(=O)CCCn2nncc2CO[C@H]1CN(C)S(=O)(=O)c1cn(C)cn1	0.3	-0.7	0.0	-0.2	0.2	0.7	6	7	-3	-1	-0.1
Cc1ccc(-c2nc(CS(=O)CC(=O)N3CCN(c4ncccn4)CC3)c(C)o2)cc1 (stereo not given)	0.1	-0.7	-1.6	2.2	0.3	-0.2	-1	4	-1	4	-0.8
CCOC(=O)c1c(C)[nH]c(C)c1C(=O)COC(=O)c1cccs1	2.2	-1.0	1.1	0.0	0.9	0.2	-2	-4	4	-1	5.5
CC(C)(C)S(=O)(=O)N1Cc2cc(CO)cc(CCO)c2[C@H]1CCO	-1.3	-1.1	0.4	0.2	0.5	-0.1	5	4	2	6	2.0
O=C1C=C(c2ccc(F)cc2OCc2ccccc2)C[C@@H](c2ccc(Cl)cc2)C1	1.6	-0.9	1.1	-1.4	-0.2	0.1	16	5	0	8	1.1
O=C(c1cccs1)N1CCN(Cc2ccccc2[N+](=O)[O-])CC1	-0.6	-1.3	0.8	-3.1	-0.4	0.7	3	6	-2	0	0.3
O=C(CSc1ccc(-c2nc3ccccc3[nH]2)cn1)Nc1ccc(S(=O)(=O)N2CCCC2)cc1	0.4	-0.8	-0.5	1.1	-0.1	-15	5	-27	6	2	0.4
O=C(/C=C/c1ccco1)N/C(=C\c1ccccc1)C(=O)NCCc1nc2ccccc2[nH]1	0.8	-1.0	0.7	0.2	0.0	0.1	0	-12	-1	2	-0.5
CCOC(=O)c1c(CSC(=N)N)n(-c2ccc(Br)cc2)c2cc(Br)c(OC(C)=O)cc12	1.7	-0.6	3.9	-1.1	0.2	-0.4	0	11	1	-8	2.3
O=C1CC(c2ccccc2)C(=O)N2C(=O)CC(c3ccccc3)C(=O)N12 (stereo not given)	-0.8	-0.8	1.6	0.2	1.1	-0.1	0	2	1	-1	-1.9
CCOC(=O)NC1C=CS(=O)(=O)C1 (stereo not given)	-0.1	-1.2	1.2	-0.3	-0.5	-0.6	0	0	1	4	1.6
O=C(NCc1ccco1)c1ccccc1	0.1	-0.7	1.6	1.6	0.3	-0.1	-2	9	-2	-3	-3.1
Cc1ccc(S(=O)(=O)Nc2cccc(C(=O)N3CCOCC3)c2)c(C)c1NS(C)(=O)=O	0.5	-0.5	0.6	1.7	-0.2	0.6	5	8	-1	10	-0.4
N/C(=N\S(=O)(=O)c1ccc(Cl)cc1)N1CCOCC1	0.5	-2.0	-1.4	-1.2	0.4	-0.1	1	1	-3	1	0.7
CC(C)c1ccc(N2C(=O)[C@@H]3Cc4ccccc4CN3C2=O)cc1	-0.3	-1.1	4.9	0.0	-0.3	0.6	2	-3	4	3	5.8
CCOC(=O)COc1ccccc1C1Nc2ccccc2C(=O)N1c1cccc(Cl)c1 (stereo not given)	0.6	-1.4	-7.2	2.1	2.6	-15	·	-2	8.2*	·	12*
COc1ccccc1N1CCN(C(=O)CCc2nnc3ccc(N4CCCC4)nn23)CC1	0.2	-0.9	-1.3	-1.1	-0.7	0.0	2	2	4	0	-2.3
CC(Oc1ccc(F)cc1)C(=O)Nc1cccc(S(=O)(=O)N(C)c2ccccc2)c1 (stereo not given)	0.8	-1.0	-1.6	-2.2	-1.7	0.2	-9	-13	-2	-7	1.5
CCOC(=O)c1c(Nc2ccccc2N)cc(C)nc1C	1.6	-0.4	-3.0	-1.1	0.1	-0.1	0	1	-2	5	-2.7
O=C(CCSc1nnc2ccc3ccccc3n12)Nc1ccc(F)cc1	-0.5	-1.2	1.7	-1.3	-0.3	-1.0	-5	2	4	-4	0.8
CCC1CCCCN1CCCNC(=O)CCNC(=O)Cn1cnc2ccccc2c1=O (stereo not given)	0.0	-1.0	-0.3	0.8	-0.1	0.7	-2	12	-1	0	-3.0
Cc1ccnc(NCc2ccc(Cl)cc2)c1	-0.6	-1.8	-0.2	-2.5	-0.3	-0.1	-8	5	0	-12	2.4
O=C(c1ccc2snnc2c1)N1CCN(c2ccccn2)CC1	1.5	-1.4	0.9	0.4	-0.3	0.1	-1	13	-1	0	-1.9
Cc1cc(C)nc(Oc2ccc(Br)cc2Br)n1	0.4	-0.3	1.8	-0.6	1.2	-0.7	4	0	-2	0	6.6

Limited to hgDAF-12 ag and DAX1 inh-1, for two of the compounds above:
SMILES | hgDAF-12 ag | DAX1 inh-1
CCOC(=O)c1c(Nc2ccccc2N)cc(C)nc1C | -2.7 | 1.6
O=C(CCSc1nnc2ccc3ccccc3n12)Nc1ccc(F)cc1 | 0.8 | -0.5

Carrying on.
SMILES	DAX1 inh-1	ssDAF12 agonist	GAA850 FXN act	hcDAF12 agonist	DAX1 inh-2	proKLK7 act	NPR2 activator	HGIII-sPLA2 inh	SMARCA2 activ	NPR1 activator	hgDAF-12 ag
CCn1nc(C(=O)Nc2ccc(S(=O)(=O)Nc3nccs3)cc2)c2ccccc2c1=O	1.7	-1.0	2.3	-1.6	-0.6	-0.2	-1	-27	-2	-1	-1.4
CCOC(=O)[C@]12Cc3c(cc(OC)c(OC)c3OC)[C@H]1N(C1CCCCC1)C(=O)c1cc(OC)ccc12	·	-1.3	·	-1.8	-1.8	0.7	-18	-1	-6	-20	-4.3
Cc1cnc(C(=O)OCC(=O)N2CCc3ccccc32)cn1	-0.3	-0.4	0.9	3.9	0.8	0.2	-1	4	1	3	1.4
CCc1sc(C(=O)Nc2cc(S(=O)(=O)N3CCOCC3)ccc2OC)cc1C	-0.3	-1.6	-0.2	-2.7	-1.2	-28	1	-8	-1	1	-2.7
COc1ccc(OCCNC(=O)c2ccc(C)cc2)cc1	0.9	-0.2	4.2	0.5	0.2	1.0	2	1	0	-1	3.9
C/C(=N/NS(C)(=O)=O)c1ccc2ccccc2c1	-0.4	-0.8	0.5	-0.1	0.6	0.6	-4	0	-5	-3	1.0
Cn1c(Cc2cccs2)nnc1SCC(=O)Nc1ccc(OCc2ccccc2)cc1	·	-1.7	·	-1.8	2.4	0.5	6	-17	7	1	0.4
NC1=NC[C@@H](Cc2ccc(O)cc2)N1CCC12CC3CC(CC(C3)C1)C2	0.1	-1.7	1.5	-1.7	-1.1	0.0	-13	13	-2	-7	2.9
C=CCc1ccc(OC(=O)NC2CCCCC2)c(OC)c1	1.6	-0.8	0.2	5.3	0.8	0.1	4	6	3	4	10
CCNS(=O)(=O)c1ccc(NC(=O)Cn2cc([N+](=O)[O-])cn2)cc1	0.2	-1.0	-1.8	-0.6	-0.7	-0.3	-1	-7	-5	-1	-1.2
Cc1c(Cl)cccc1NC(=O)[C@@H](NC(=O)c1ccccc1Cl)C(C)C	-0.6	-1.3	-1.3	0.8	-0.2	0.4	6	1	0	0	-1.5
CCC(C(=O)NC1CCN(C)CC1)c1ccccc1 (stereo not given)	0.1	-1.2	-0.1	-2.4	1.1	0.3	0	-3	-2	2	1.9
CCN(CC(=O)Nc1cc(Cl)ccc1C)C(=O)Cc1ccsc1	0.4	-1.4	1.8	-1.9	-0.7	-0.7	-4	-5	0	2	0.4
Cc1cccc(NC(=O)NC2(C(=O)NCc3ccco3)CCCCC2)c1	-1.6	-0.6	-2.1	2.0	0.0	-0.8	4	10	0	-1	1.5
COc1cc(/C=C(\C#N)C(=O)Nc2cccc(C(=O)O)c2)ccc1OCc1ccc(Cl)cc1	3.1	-0.1	3.7	2.4	0.3	-0.1	-9	2	-2	3	7.9
Cc1cc(=O)n(CCCc2ccccc2)[nH]1	1.2	-1.6	-3.1	-1.6	-0.4	0.6	6	1	0	-1	-2.1
O=C(NC1CC1)c1c(O)c2ccccc2[nH]c1=O	1.5	-0.7	1.4	-0.9	-0.2	0.1	1	3	0	10	1.5
O=C(CNC(=S)N(Cc1ccccc1)Cc1cccs1)NCc1ccc(F)cc1	-0.5	-1.9	0.6	6.4*	-1.1	-0.5	2	-15	-4	-3	-4.3
O=C(CSc1nc2ccccc2nc1N1CCCC1)N1CCN(c2cccc(C(F)(F)F)c2)CC1	·	-1.2	·	-0.6	-0.4	0.2	7	6	5	-2	-0.2
CC(C)n1c(-c2ccc(C(C)(C)C)cc2)n[nH]c1=S	-0.3	-2.2	-0.2	-3.2	-2.3	0.7	5	6	-6	3	-2.0
CC1(C)Cc2c(cnn2-c2ccc(F)cc2)C(NC(=O)c2ccco2)C1 (stereo not given)	-0.4	-0.9	1.3	0.3	1.5	0.2	5	-1	1	-3	0.5
Cc1ccc(C(=O)C2CCN(CC(=O)NCc3ccc(F)cc3)CC2)cc1	-1.5	-1.0	-2.4	-1.2	0.0	-0.2	1	3	-1	-1	1.2
Cc1ccc(C(=O)Nc2scc(-c3ccccc3)c2C(=O)O)o1	0.1	-0.7	0.7	-0.5	1.0	-1.0	-2	-2	0	-1	1.2
CC(=O)Nc1nonc1NC(=O)c1ccc(C(C)(C)C)cc1	1.7	-1.3	4.5	1.0	1.8	0.6	-1	0	5	-1	8.2
COC(=O)C[C@H]1CC[C@@H]2[C@H](COc3ccc(NC(=O)c4cccc(Cl)c4)cc3C(=O)N2C)O1	·	-1.1	·	-0.8	0.3	0.0	2	-3	0	0	-0.5
SMILES	DAX1 inh-1	ssDAF12 agonist	GAA850 FXN act	hcDAF12 agonist	DAX1 inh-2	proKLK7 act	NPR2 activator	HGIII-sPLA2 inh	SMARCA2 activ	NPR1 activator	hgDAF-12 ag
Cn1c(=O)c2c(nc(Oc3ccc4c(c3)OCO4)n2Cc2ccc(Cl)cc2)n(C)c1=O	2.5	-1.5	1.1	3.3	-0.4	1.1	-2	-3	-1	-8	-0.9
CCS(=O)(=O)Nc1ccc(-c2cc(-c3ccccc3)c3cc(C)ccc3n2)cc1	0.9	-0.8	1.9	3.4	-1.3	-2.7	0	-42	-2	-6	1.5
COCCNc1nc(N)c([N+](=O)[O-])c(NC2CCCCC2)n1	1.1	-0.7	7.1	-1.9	0.1	-0.2	-3	-6	5	5	-2.6
O=C(NCCCN1CCOCC1)c1ccc(Cl)c(S(=O)(=O)N2CCCCCC2)c1	-1.5	-1.9	-3.3	-2.0	-2.0	0.8	5	-1	-4	-2	-3.3
Cc1ccc2oc(=O)c3cnn(CC(=O)NCCC(C)C)c3c2c1	1.8	-1.3	0.3	0.1	-0.2	0.2	-12	-3	-2	-7	-0.4
CC(=O)Nc1ccc(NC(=O)C(C)NC(C)c2cccc3ccccc23)cc1 (stereo not given)	2.7	-1.4	0.8	-2.2	0.0	-0.2	8	-3	0	0	-5.3
COc1ccc(NC(=O)CSc2nc3[nH]c(=O)cc(O)c3s2)c(OC)c1	1.1	-1.3	0.7	0.2	-1.5	-0.2	5	-6	0	-1	2.3
Cc1ccc(OCC(=O)N(Cc2ccc(N(C)C)cc2)C2CCS(=O)(=O)C2)cc1C (stereo not given)	1.7	-0.3	1.0	-0.7	-0.1	1.0	2	1	-2	-4	-2.4
CC(=O)OCC[C@H](NS(=O)(=O)OCC(Cl)(Cl)Cl)c1ccccc1	0.8	-0.3	1.3	0.9	-0.4	0.5	0	-7	1	-2	-1.4
